Source: PubChem
Pin1 inh = human Pin1 inhibition | Pin1 FP peptide displacement, HiFluor488, 10 min | Potency, µM (highest dose often 115 µM), inactives show top-dose activity, negative = inhibition, hits mostly inhibitors | 390,000 compounds, 0.009% hits | AID 504891 | Q13526; active means well fitted inhibition curve with a large enough effect in the polarisation, with a control signal flat, not every such curve was filed as active; inconclusive means small, poorly fitted or top-dose-only effect, or effect the other way, or a change in a side signal; inactive means no such curve, though single readings can be large or run the other way; the % refers to the polarisation; further: potency means the concentration at half of the fitted maximal effect; on the % scale 0 is the no-effect control and ±100 the full control effect
Target sequence (Q13526 whole entry, looked up): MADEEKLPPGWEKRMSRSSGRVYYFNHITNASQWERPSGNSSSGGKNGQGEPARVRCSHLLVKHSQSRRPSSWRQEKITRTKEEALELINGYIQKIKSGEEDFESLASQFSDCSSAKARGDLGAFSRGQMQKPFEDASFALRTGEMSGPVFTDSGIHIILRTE
Tb PGK inh = T. brucei PGK inhibition. P07378. PGK/GAPDH coupled, Kinase-Glo luminescence, 60 min. Potency, µM (highest dose often 57.5 µM), for the others: top-dose activity change, negative = inhibition, actives largely listed as inhibitors. 380,000 compounds, 0.043% hits; further: potency means the concentration at half of the fitted maximal effect; on the % scale 0 is the no-effect control and ±100 the full control effect; nearly all actives have a fitted effect of over 60% in size
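Luminescent ATP detection (Kinase-Glo Plus) follows a 60-minute room-temperature incubation, with wells lacking PGK as controls. Buffer: 100 mM TEA (pH 7.6), 5 mM MgCl2, 0.01% Tween-20. Coupling enzyme GAPDH (100 nM final) supplies unstable 1,3-BPG in-well.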
BAZ2B block = inhibitors of human BAZ2B bromodomain. Q9UIF8. AlphaScreen BAZ2B-H3K14Ac peptide displacement. Potency, µM (top dose mostly 114 µM), for inactives: at the highest dose activity change, negative = inhibition, usual class: inhibitors. 360,000 compounds, 4.4% hits; further: potency means the concentration at half of the fitted maximal effect; on the % scale 0 is the no-effect control and ±100 the full control effect; nearly all actives have a fitted effect of over 60% in size
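Compounds, titrated to a top concentration of 110 uM, were incubated 30 min at room temperature with preformed BAZ2B/acetyl-K14 H3 peptide complex (50 nM each). Proximity signal was measured by AlphaScreen after 20 min with beads.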
Pol eta inh = DNA polymerase eta (human) inhibition; Q9Y253; recombinant Pol eta, fluorescent DNA replication assay; Potency, µM (series often up to 114 µM), for the others: at the top dose activity change, negative = inhibition, actives largely listed as inhibitors; 390,000 compounds, 1.2% hits; AID 588591; further: potency means the concentration at half of the fitted maximal effect; on the % scale 0 is the no-effect control and ±100 the full control effect
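Pol eta (10 nM) was preincubated with compounds for 15 min at room temperature, after which fluorescent replication substrate (50 nM final) was added to start the reaction. Fluorescence was read kinetically at 0 and 10 min.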
JMJD2A Tudor inh = JMJD2A Tudor domain (human) inhibition. O75164. AlphaScreen JMJD2A-Tudor / H3K4me3 peptide binding. Potency, µM (doses to about 114 µM), for inactives: top-dose activity change, negative = inhibition, most hits filed as inhibitors. 390,000 compounds, 4.4% hits. AID 504339; further: potency means the concentration at half of the fitted maximal effect; on the % scale 0 is the no-effect control and ±100 the full control effect; nearly all actives have a fitted effect of over 50% in size
G9a inh = inhibitors of human histone lysine methyltransferase G9a; G9a H3K9 monomethylation, AlphaScreen, 2 h; 350,000 compounds, 8.8% hits; Q96KQ7; Potency, µM (doses to about 102 µM), for inactives: top-dose activity, negative = inhibition, usual class: inhibitors; further: potency means the concentration at half of the fitted maximal effect; on the % scale 0 is the no-effect control and ±100 the full control effect; nearly all actives have a fitted effect of over 75% in size
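Compounds were preincubated with 20 nM G9a for 15 min, after which biotinylated H3K9 peptide (500 nM) and SAM (20 uM) started a 2 h room-temperature reaction. Monomethylated product was quantified by antibody-based AlphaScreen chemiluminescence.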
HP1b chromo inh = blocks HP1-beta chromodomain binding to methylated histone tails; P83916; AlphaScreen HP1-beta / biotin-H3K9me3 peptide binding; Potency, µM (titrated, usually from 114 µM), inactives show at the top dose activity change, negative = inhibition, most hits filed as inhibitors; 390,000 compounds, 0.56% hits; further: potency means the concentration at half of the fitted maximal effect; nearly all actives have a fitted effect of over 70% in size; inactives centre near 23
Target sequence (P83916 whole entry, looked up): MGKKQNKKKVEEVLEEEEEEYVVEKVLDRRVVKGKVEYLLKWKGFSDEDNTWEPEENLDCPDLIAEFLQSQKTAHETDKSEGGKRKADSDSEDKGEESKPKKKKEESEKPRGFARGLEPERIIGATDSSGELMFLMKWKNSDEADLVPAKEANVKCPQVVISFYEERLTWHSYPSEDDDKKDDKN
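HP1-beta protein (50 nM final) preincubated 30 min at room temperature with biotinylated H3(1-18)K9me3 peptide (50 nM) in PBS pH 7.4, 0.01% Tween-20, then compound added for 30 min. AlphaScreen streptavidin donor/nickel chelate acceptor beads (10 ug/mL final), 30 min dark, luminescence read.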
PI4K2A block = PI4K2A (human) kinase inhibition; Q9BTU6; purified PI4K2A, ADP-Glo luminescence, 1 h; stronger effect = lower value; activity change, negative = inhibition, % at 76.9 µM; 420,000 compounds, 0.13% hits; AID 1346378; in the data active means activity change below about -50%; inconclusive means mostly about -30% to -49%;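 further: -100% = wells without enzyme as full effect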
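In this quantitative HTS, ADP production by PI4K2A was quantified luminescently after 1 h at ambient temperature; 100 microM adenosine served as plate-quality control.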
GLS inh = glutaminase GLS (human) inhibition. Potency, µM (titrated, usually from 45.5 µM), inactives show at the highest dose activity change, negative = inhibition, usual class: inhibitors. O94925. 410,000 compounds, 0.21% hits. GLS enzymatic activity, qHTS titration; further: potency means the concentration at half of the fitted maximal effect; on the % scale 0 is the no-effect control and ±100 the full control effect
Target sequence (O94925 whole entry, looked up): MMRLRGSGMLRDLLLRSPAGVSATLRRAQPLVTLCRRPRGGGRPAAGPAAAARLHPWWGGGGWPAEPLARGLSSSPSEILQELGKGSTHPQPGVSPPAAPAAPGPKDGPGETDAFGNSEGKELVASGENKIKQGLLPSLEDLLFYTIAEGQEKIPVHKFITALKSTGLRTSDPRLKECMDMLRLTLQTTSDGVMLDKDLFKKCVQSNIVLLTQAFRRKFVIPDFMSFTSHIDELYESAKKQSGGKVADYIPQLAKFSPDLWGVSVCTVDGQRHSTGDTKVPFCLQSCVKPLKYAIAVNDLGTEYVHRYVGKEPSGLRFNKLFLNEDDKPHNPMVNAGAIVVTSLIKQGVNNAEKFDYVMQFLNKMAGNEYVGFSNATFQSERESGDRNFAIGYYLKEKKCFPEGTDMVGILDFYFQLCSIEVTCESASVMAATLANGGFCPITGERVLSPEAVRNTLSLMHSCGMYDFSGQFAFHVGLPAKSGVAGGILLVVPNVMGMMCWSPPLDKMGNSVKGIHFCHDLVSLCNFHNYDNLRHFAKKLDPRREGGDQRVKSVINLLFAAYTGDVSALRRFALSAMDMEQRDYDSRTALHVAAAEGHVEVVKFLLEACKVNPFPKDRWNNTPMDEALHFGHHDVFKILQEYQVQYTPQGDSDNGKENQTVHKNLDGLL
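hKGA in 45 mM KH2PO4 pH 8.2, 0.02% Tween-20 with pin-transferred compounds; 1 mM L-glutamine (stock) plus glutamate oxidase/HRP/Amplex Red coupling added. Fluorescence read initially and after 30 min at RT.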
* hit, by the source's call; i = inactive; ? = inconclusive; · = no result given; [ ] = remark or other dose. Unless noted, the call rests on the fitted dose curve; in most records, active means well fitted curve in the direction sought with a large enough effect; inconclusive means small, poorly fitted or top-dose-only effect, or another doubt; inactive means no such curve, though single readings can be large; an effect the other way counts as inactive or inconclusive.

Under each structure: Pin1 inh, Tb PGK inh, BAZ2B block, Pol eta inh, JMJD2A Tudor inh, G9a inh, HP1b chromo inh, PI4K2A block, GLS inh
- O=C(COc1ccccc1)NCC(=O)NC1=NCCS1
→ -6%, -4%, 1%, -16%, 1%, 3%, 36%[activator], -6, -3%
- COc1ccc(-c2cc(C)no2)cc1S(=O)(=O)NC1CCC(C)CC1 (centres undefined)
→ 1%, -3%, -9%, -14%, -15%, 0%[59 µM], 22%, 4, -1%
- CCCC1CC(C)(C(=O)CSc2n[nH]c(-c3ccccc3)n2)OC1=O (centres undefined)
→ 0%, -8%, ?, 7%, 35µM*, 32µM*, -10%, -6, 0%
- O=c1[nH]c(CCl)nc2cc(-c3ccc(F)cc3)sc12
→ -6%, -19%, 0%, -20%, -23%, 5%, 44%[activator], ?, 8%
- CCc1cccc(C)c1NC(=O)c1cc(S(=O)(=O)N2CCCCCC2)cn1C
→ -8%, -5%, -5%, -24%, -11%, 1%[59 µM], 22%[57 µM], 12, -2%
- Cc1nnc2c3ccccc3nc(Nc3ccccc3C(=O)O)n12
→ 50%[activator], -3%, -32%, 79µM*, ?, -35%[59 µM], -5%, -2, ?
- CCc1ccc2c(CC(=O)Nc3nnc(C4CC4)s3)coc2c1
→ 34%[activator], -5%, -7%, 4%, -16%, -37%, 22%, 5, 7%
- CC(=O)C1=C(C)OC(N)=C(C#N)C1c1cc([N+](=O)[O-])ccc1Cl (centres undefined)
→ -1%, -7%, -10%, -17%, -19%, ·, 35%, 2, 1%
- O=C1CNC(=O)/C1=C/c1ccc(Br)cc1
→ -15%, i, -6%, -17%, -18%, ·, 38%, 0, 0%
- COc1ccc(OC)c(NS(=O)(=O)c2cc3c(cc2Cl)N(C(C)=O)CCO3)c1
→ ?, i, 4%, -9%, 20%, ?, 42%[activator], -1, -4%
- COc1cc(NC(=O)c2ccnnc2)cc(C(=O)Nc2cccc(C(F)(F)F)c2)c1
→ 9%, -4%, ?, -14%, -33%, -2%[12.7 µM], 26%, 20, 7%
- O=C(Nc1ccc(F)cc1)C(c1ccccc1)N1CCN(S(=O)(=O)c2ccccc2)CC1 (centres undefined)
→ 22%, -1%, 9%, -5%, ?, -32%, 18%, 1, 5%
- Cc1cc(OCC(=O)NCC2(N3CCOCC3)CCCCC2)ccc1Cl
→ -12%, -1%, -19%, -26%, 3%, 1%[59 µM], 43%[activator], 1, -8%
- Cc1nc2c(-c3ccccc3)cnn2c(N2CCOCC2)c1C
→ 0%, -3%, 57%[activator], -15%, 27%, 24%, 61%[activator][57 µM], 3, 11%
- COC(=O)CCC(=O)N1CCCC(CO)(Cc2ccccc2F)C1 (centres undefined)
→ -6%, -5%, -13%, -3%, -9%, 43%, 47%[activator], 2, -1%

(further entries)
Under each structure: Pin1 inh, Tb PGK inh, BAZ2B block, Pol eta inh, JMJD2A Tudor inh, G9a inh, HP1b chromo inh, PI4K2A block, GLS inh
- COCC(=O)N1CCN(c2cccc(Cl)c2)CC1
→ -5%, -10%, -22%, -5%, -14%, 42%[activator][12.7 µM], 4%, 0, 1%
- COc1ccc(-c2ccc3c(c2)S(=O)(=O)c2cccc(C(=O)NC4CC4)c2C3=O)cc1OC
→ ?, -8%, ?, -6%, -12%, -37%[0.501 µM], 47%[activator], 3, -16%
- CCOC(=O)CCSc1nc(-c2ccc3c(c2)OCO3)cc(C(F)(F)F)c1C#N
→ 14%, -11%, 52%[activator], -15%, 4%, 55%[activator][12.7 µM], 8%, -6, -2%
- C[C@@H](CN1C2=NC[C@H](Cc3ccc(O)cc3)N2C[C@H]1Cc1ccc(O)cc1)NC(=O)CCC1CCCCC1
→ -1%, 3%, -24%, ?, -27%, 5%[59 µM], 13%, -1, 2%
- Cc1nc2ccccn2c1P(=Nc1ccccc1)(N(C)C)N(C)C
→ -4%, -6%, 0%, 7%, -7%, 0%, 23%, 1, 4%
- CNC(=O)C1CC(=O)N(Cc2ccccc2)C(=Nc2ccc(OC)cc2)S1 (centres undefined)
→ 2%, 2%, -2%, -23%, -10%, 2%, 31%, -3, -3%
- CCc1[nH]nc(C(=O)N2CCCC(CCC(=O)N3CCN(c4ccccn4)CC3)C2)c1C (centres undefined)
→ -3%, -5%, 20%, -17%, -11%[57.1 µM], 22%, 3%, 5, -4%
- CNc1c(NS(=O)(=O)c2cc(NC(C)=O)ccc2C)c(=O)oc2ccccc12
→ -3%, -1%, 4%, -14%, 2%, 18%, 25%, -3, 76%[activator]
- CC(=O)N1CCN(C(=O)CCN(c2ccccc2)S(=O)(=O)c2ccc(C)cc2)CC1
→ 0%, 2%, -3%, -11%, -14%, -7%[0.501 µM], 1%, 1, 0%
- CC(C)(C)C(=O)NC(=S)Nc1cccc(C(=O)O)c1
→ -5%, -7%, -7%, -11%, -12%, 0%[0.501 µM], 39%, 8, 1%
- O=C(CCCC(=O)NCC1CCCO1)NCC1CCCO1 (centres undefined)
→ -2%, 5%, 15%, 6%, -17%, 5%, 17%, -3, 5%
- Cc1ccc(S(=O)(=O)N(CC(=O)c2ccccc2)C(=O)N2CCN(C)CC2)cc1
→ 1%, -8%, 11%, -12%, -5%, 10%[12.7 µM], ?, -2, 9%
- C[C@H]1CCC[C@]2(C)C[C@H]3OC(=O)C(CN4CCCCCC4)[C@H]3C=C12 (some centres undefined)
→ 3%, 11%, 3%, -15%, -6%, 8%, 24%, 6, 6%
- O=C(CSc1c[nH]c2ccccc12)NC1CCCC1
→ -1%, i, -2%, -6%, -2%, 92%[activator], 35%, 1, -4%
- Cc1ccc(S(=O)(=O)NC(=O)NCC2CCN(S(=O)(=O)c3ccccc3)CC2)cc1
→ 0%, i, 5%, -15%, -5%, -3%, 58%[activator], 15, 1%

Nothing new here: six of the compounds above.
Under each structure: Pin1 inh, Tb PGK inh, BAZ2B block, Pol eta inh, JMJD2A Tudor inh, G9a inh, HP1b chromo inh, PI4K2A block, GLS inh
- CC(C)(C)C(=O)NC(=S)Nc1cccc(C(=O)O)c1
→ -5%, -7%, -7%, -11%, -12%, 0%[0.501 µM], 39%, 8, 1%
- O=C(CCCC(=O)NCC1CCCO1)NCC1CCCO1 (centres undefined)
→ -2%, 5%, 15%, 6%, -17%, 5%, 17%, -3, 5%
- Cc1ccc(S(=O)(=O)N(CC(=O)c2ccccc2)C(=O)N2CCN(C)CC2)cc1
→ 1%, -8%, 11%, -12%, -5%, 10%[12.7 µM], ?, -2, 9%
- C[C@H]1CCC[C@]2(C)C[C@H]3OC(=O)C(CN4CCCCCC4)[C@H]3C=C12 (some centres undefined)
→ 3%, 11%, 3%, -15%, -6%, 8%, 24%, 6, 6%
- O=C(CSc1c[nH]c2ccccc12)NC1CCCC1
→ -1%, i, -2%, -6%, -2%, 92%[activator], 35%, 1, -4%
- Cc1ccc(S(=O)(=O)NC(=O)NCC2CCN(S(=O)(=O)c3ccccc3)CC2)cc1
→ 0%, i, 5%, -15%, -5%, -3%, 58%[activator], 15, 1%

Next part.
Under each structure: Pin1 inh, Tb PGK inh, BAZ2B block, Pol eta inh, JMJD2A Tudor inh, G9a inh, HP1b chromo inh, PI4K2A block, GLS inh
- O=C(Nc1cccc(O)c1)c1cnn2cccnc12
→ 0%, -4%, 12%, -15%, 4%, -8%[59 µM], 24%, -14, 29%
- Cn1c(/C=C/c2cccc(Br)c2)nc2ccccc2c1=O
→ -1%, -8%, 1%, -13%, -11%, -10%[2.33 µM], 77%[activator], 18, -3%
- CCN(CC)CCSc1nnc2c3cc(C)ccc3n(Cc3ccccc3)c2n1
→ 2%, -3%, -30%, -8%, ?, -41%, 4%, -5, ?
- CC(=O)N(C)c1ccc(NC(=O)C(F)(F)F)cc1
→ -10%, ·, 1%, 0%, -6%, -12%[59 µM], 7%, -2, 18%
- CCn1c(COc2ccccc2)nnc1SCC(=O)NCc1ccco1
→ -5%, -4%, -10%, 4%, -13%, ·, -5%, -2, 5%
- CC(=O)N1CCN(C(=O)C(=O)Nc2c3c(nn2-c2ccc(Cl)cc2)CSC3)CC1
→ 0%, 5%, 2%, 0%, 4%, ?, 37%, 1, 5%
- CCOC(=O)C1=C(N)Oc2cc(O)ccc2C1c1cccc([N+](=O)[O-])c1 (centres undefined)
→ 1%, -2%, 40µM*, ?, ?, ·, -17%, 2, -2%
- CCOC(=O)c1cn(CC)c2cc(F)c(F)cc2c1=O
→ -3%, i, 5%, -6%, -10%, 20%, 9%, 5, 1%
- COc1ccc(OC)c(NC(=O)CSc2nnc(NC(=O)c3ccco3)s2)c1
→ 2%, -5%, -6%, -5%, -12%, ·, 21%, 0, 10%
- O=C(Nc1ccc(OC(F)(F)F)cc1)NC1CCC(Oc2ccc(C(=O)O)cc2)CC1 (centres undefined)
→ -7%, -1%, 5%, -11%, -22%, -4%[2.33 µM], 31%, 0, 6%
- CCOC(=O)c1nn(-c2ccc3c(c2)OCCO3)cc1O
→ 7%, i, ·, 3%, -13%, -3%, 3%, -2, -10%
- CCCCn1c(=N)c(S(=O)(=O)c2ccc(Br)cc2)cc2c(=O)n3cccc(C)c3nc21
→ -9%, 13%, -3%, -14%, 12%, 6%, 44%[activator], 1, -1%
- Cc1ccc(N2CC(C(=O)OCC(=O)c3ccc(F)cc3)CC2=O)cc1 (centres undefined)
→ 5%, 0%, 2%, -19%, -9%, 21%, 12%, 4, -11%
- CCOC(=O)c1c(C)n(C)c2c(C)cc(O)c(OC(=O)CC)c12
→ -2%, 4%, 1%, -17%, -3%, 4%, 24%, 3, 0%
- COc1cc(C(=O)N(Cc2ccccc2)c2cccc(C)c2)ccc1OCC(=O)N1CCOCC1
→ ·, -10%, ·, -2%, ·, ·, ·, 0, 0%

An excerpt. The share of hits here may be higher or lower than overall.
